PfM18AAP inh: blocks P. falciparum M18 aspartyl aminopeptidase; recombinant PfM18AAP, H-Glu-NHMec fluorogenic cleavage; inhibition, % at 7.35 µM; 1.2% of 290,000 active;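 active means inhibition above the campaign mean inhibition over all tested compounds plus 3 SD, cut at about 28% in these data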;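 further: 0% = plate median of test compound wells and 100% = 2 mM ZnCl2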
NALP1 inh: inhibitors of NALP1 inflammasome in yeast; inhibition, % at 10 µM; S. cerevisiae NALP1/ASC/caspase-1 growth, X-gal OD620, 72 h; 0.61% of 280,000 active; in the data active means inhibition mostly above about 24%, no sharp cut-off; inactive means mostly below about 32%; further: some compounds called inactive have numbers as strong as hits
MEKK3 PB1 HTS: MEKK3-MEK5 PB1 interaction, increase or decrease; Q99759; bead-based flow cytometry, Alexa488-MEK5 binding to MEKK3; actives lie on both sides; 0 = blocked by unlabeled MEK5, 100 = vehicle; binding response (% of control), % at 10 µM; 1.4% of 290,000 active; AID 1529;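 active means binding response more than 3 SD above or below the average of its plate-row segment, actives on both sides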;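 further: Alexa488 bead fluorescence after subtracting the streptavidin-only scavenger bead signal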
IDE act: activators of human insulin-degrading enzyme in cells. P14735. HEK cells, FAbeta-B cleavage, fluorescence polarization; 0% vehicle, 100% cell-free pure enzyme wells. activation, % at 5.96 µM. 0.073% of 340,000 active. AID 493087;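 active means activation above the mean of all tested compounds plus 3 SD, set per screening campaign, cut at about 17% in these data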
Target sequence (P14735 whole entry, looked up): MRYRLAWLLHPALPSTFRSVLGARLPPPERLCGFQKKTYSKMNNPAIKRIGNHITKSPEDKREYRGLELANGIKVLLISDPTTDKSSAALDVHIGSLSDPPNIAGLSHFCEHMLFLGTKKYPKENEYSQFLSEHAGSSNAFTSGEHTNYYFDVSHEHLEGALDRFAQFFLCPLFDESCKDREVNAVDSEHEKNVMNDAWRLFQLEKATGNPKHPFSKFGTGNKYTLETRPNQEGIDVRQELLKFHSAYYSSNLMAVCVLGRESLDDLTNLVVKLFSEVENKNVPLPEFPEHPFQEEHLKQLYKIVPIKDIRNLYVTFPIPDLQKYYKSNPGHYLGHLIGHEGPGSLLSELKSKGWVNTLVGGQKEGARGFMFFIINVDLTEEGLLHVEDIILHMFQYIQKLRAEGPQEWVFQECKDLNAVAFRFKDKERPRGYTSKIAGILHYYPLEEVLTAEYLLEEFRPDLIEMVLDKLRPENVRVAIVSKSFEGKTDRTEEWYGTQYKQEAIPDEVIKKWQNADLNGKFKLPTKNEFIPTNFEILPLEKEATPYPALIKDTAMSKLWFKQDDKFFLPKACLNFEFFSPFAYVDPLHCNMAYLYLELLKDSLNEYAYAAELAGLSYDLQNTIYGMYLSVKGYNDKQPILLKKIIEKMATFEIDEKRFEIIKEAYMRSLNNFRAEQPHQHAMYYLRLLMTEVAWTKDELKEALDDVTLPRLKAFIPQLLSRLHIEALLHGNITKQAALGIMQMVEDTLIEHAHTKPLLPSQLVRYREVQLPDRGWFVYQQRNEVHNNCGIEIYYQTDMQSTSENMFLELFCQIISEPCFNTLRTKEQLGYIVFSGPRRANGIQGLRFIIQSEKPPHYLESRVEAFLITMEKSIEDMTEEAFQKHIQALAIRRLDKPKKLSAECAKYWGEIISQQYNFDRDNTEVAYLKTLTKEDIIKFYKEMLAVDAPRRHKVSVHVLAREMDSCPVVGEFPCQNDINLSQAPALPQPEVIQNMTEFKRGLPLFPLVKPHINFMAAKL
SUMO HTRF inh: SUMOylation inhibition; HTRF SUMOylation assay, SAE1/SAE2 + UBC9, in vitro; inhibition, % at 35 µM; 0.36% of 290,000 active; AID 2006; in the data active means inhibition above about 50%, passing the limit was not always enough; further: strong numbers were not always called active
p-CIP stab down: p/CIP protein destabilization | Q05BA5 | F442A p/CIP-EGFP cells, EGFP fluorescence, 16 h | decrease of EGFP signal, % at 10 µM | 0.01% of 290,000 active;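 active means EGFP signal decrease of at least 30% at 10 µM or well 3 SD below plate mean, unless failing retest; inactive means the rest, including hits failing retest or dose response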; further: some compounds called inactive have numbers as strong as hits; many of its hits are not listed in these tables
MEKK2wt PB1 HTS: raises or lowers MEK5 binding to wildtype human MEKK2 PB1 domain | Q9Y2U5 | bead flow cytometry, Alexa488-MEK5 binding to MEKK2 WT; actives lie on both sides | binding response (% of control), % at 10 µM | 1.1% of 290,000 active | AID 1531; in the data active means binding response below about 67% or above about 130%
MEKK2mut PB1 HTS: signal of MEK5 binding to mutant human MEKK2 PB1 domain; percent response, % at 10 µM; 0.35% of 290,000 active; bead flow cytometry, Alexa488-MEK5 binding to MEKK2 mutant; in the data active means percent response above about 24%, passing the limit was not always enough; further: inactives centre near 1; some results filed as inactive read as strong as hits; reference of the scale not given here
IDE cell inh: cellular human IDE inhibition; P14735; HEK cells, FAbetaB cleavage, fluorescence polarization; inhibition, % at 5.59 µM; 0.41% of 320,000 active; AID 434962;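 active means percent inhibition above the average of all tested compounds plus 3 SD, set per screening campaign, cut at about 16% in these data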;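 further: IDE supplied by intact live HEK cells; FP after avidin binding of uncleaved biotin substrate so inhibition keeps polarization high; 0% = DMSO wells and 100% = 60 µM reference IDE inhibitor Ii1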
* = called active by the depositor; · = no result given; [ ] = remark or other dose. Not all compounds are listed. The share of hits here may be higher or lower than overall.

SMILES	PfM18AAP inh	NALP1 inh	MEKK3 PB1 HTS	IDE act	SUMO HTRF inh	p-CIP stab down	MEKK2wt PB1 HTS	MEKK2mut PB1 HTS	IDE cell inh
CCC(=O)NCCCc1nc(-c2ccccc2)no1	·	·	101	3	·	·	107	3	-5
COCC(C)n1c(C)cc(C(=O)COC(=O)c2n[nH]c3ccccc23)c1C (stereo not given)	6	-3	104	2	17	0	102	4	-1
COc1ccc(-n2c(C)nc3c(cnn3-c3ccccc3)c2=O)cc1	-1	-2	82	-1	12	-15	87	3	10
COc1ccc(C2=NN(C(=O)/C=C/c3ccccc3)C(c3ccccc3)C2)c(OC(C)=O)c1 (stereo not given)	-12	15	96	-3	11	-19	96	1	-5
O=C(CCOc1ccccc1)Nc1ccccc1[N+](=O)[O-]	0	21	95	1	1	9	94	-7	3
COc1ccc(CCC(=O)Nc2ccc3c(c2)OCO3)cc1	-3	-9	106	1	4	24	105	4	1
COc1ccc2c(C#N)c3ccccn3c2c1	4	15	107	-1	42	1	99	1	8
Cn1cnc([N+](=O)[O-])c1Sc1ncnc2nc[nH]c12	6	8	99	13	-9	5	95	-5	3
CN(Cc1ccco1)C(=O)C1CCCN(c2ncnc3c2nc2n3CCCCC2)C1 (stereo not given)	11	-9	101	3	-1	-5	103	3	3
CCCC(=O)Nc1sc2c(c1C#N)CCCCC2	3	9	96	-3	5	-14	99	3	6
COc1cc(/C=c2\sc3nc(=O)c(-c4ccccc4)nn3c2=O)ccc1OCCC(C)C	-4	10	140*	-2	10	0	97	-1	-5
O=C(NCc1ccco1)c1cccc(-c2nnc(-c3ccccc3)o2)c1	-20	9	101	2	0	6	105	2	2
Cc1ccc(NNC2CC(=O)N(c3cccc(Cl)c3)C2=O)cc1 (stereo not given)	0	-4	101	-2	3	3	99	4	·
Cc1ccccc1N(CC(=O)NCC1CCCO1)C(=O)CNS(=O)(=O)c1ccc(F)cc1 (stereo not given)	2	16	106	7	17	-11	109	11	-6
OCCN1CCN(c2nnc(-c3ccccc3)c3ccccc23)CC1	4	0	101	2	11	2	108	7	1
CCCc1nc2nc(C)c(NS(=O)(=O)c3ccc(CC(C)C)cc3)c(=O)n2[nH]1	-10	12	97	5	-8	-4	94	-5	-1
O=C(CSc1nnc(-c2cccnc2)n1Cc1ccco1)c1ccc(Br)cc1	-7	4	106	-16	4	-10	101	0	2
CCC[C@H](CN[C@@H](CNC)[C@H](C)O)NCCc1ccc(OC)cc1	-2	20	101	4	-5	5	107	-4	2
Cc1ccccc1-n1nc(C)c2cc(C(=O)N3CCN(S(=O)(=O)c4ccc(Cl)cc4)CC3)sc21	-10	-2	106	-6	-24	-1	99	2	10
COCC(=O)OCC(=O)c1cc(C)n(-c2ccc(Br)cc2)c1C	0	2	·	2	5	-7	·	·	3
COc1ccc(Cc2nnc(NCCO)[nH]c2=O)cc1OC	-6	14	104	3	6	-8	104	7	1
CC(C)(C)C(=O)Nc1ccccc1N1CCN(C(=O)c2ccc(Cl)cc2)CC1	14	7	99	6	-4	0	100	1	3
O=C1CC(c2ccsc2)c2ccc3ccccc3c2N1 (stereo not given)	3	8	98	2	5	9	92	-7	4
COc1ccc(CCNC(=O)CSc2nnnn2-c2ccc(OC)c(OC)c2)cc1OC	0	4	101	6	8	9	85	-12	1
O=S1(=O)N=C(N(Cc2cccs2)c2ccc(O)cc2)c2ccccc21	-7	10	104	-1	2	-13	101	-2	8
COc1ccc(NC(=O)c2cc(S(=O)(=O)N3CCOCC3)cn2C)cc1Cl	0	11	100	4	-4	3	99	-5	-2
COc1cc(C(=O)OCc2cc3ccccc3[nH]c2=O)cc(OC)c1OC	0	34	99	3	1	7	101	5	-1
O=C(NC1CCCCCCC1)c1ccccc1O	5	19	110	4	15	5	103	15	-6
CCC(C)n1c(S(=O)(=O)O)nc2ccccc21 (stereo not given)	-8	11	101	-3	-1	-6	102	6	4
CCN(CC)c1nc(N2CCN(CCO)CC2)nc2ccccc12	0	-22	109	7	16	3	117	17	3
O=C(O)c1cnn(-c2ccccc2)c1-c1ccccc1	3	-3	102	-5	8	-3	107	2	2
COC(=O)C(Cc1ccccc1)OS(N)(=O)=O (stereo not given)	1	12	104	6	9	2	108	2	0
CCOC(=O)CNC(=O)N(CCOC)CC1CCCN(C2Cc3ccccc3C2)C1 (stereo not given)	1	-27	103	2	11	4	105	4	-2
CCN(CCC(=O)Nc1cc(OC)cc(OC)c1)Cc1ccccc1	0	-11	104	1	-6	10	118	3	-2
CSCC[C@H](NC(=O)c1cccc([N+](=O)[O-])c1C)c1nc2ccccc2[nH]1	-5	18	125	0	-14	3	106	0	6
COc1ccc(NC2CC(=O)N(CCc3ccccc3)C2=O)cc1 (stereo not given)	8	6	97	-2	19	-16	97	4	5
CCCC(=O)Nc1nnc(S(=O)(=O)N(CC(C)C)c2ccccc2)s1	-19	28	96	2	4	-3	95	-4	-2
C(=N\n1cnnc1)/c1ccc(-c2ccccc2)cc1	10	-3	101	-5	17	-4	102	5	9
Cc1ccc(C(=O)OCC(=O)Nc2ccccc2Sc2ccccc2)cc1C	-4	32	105	1	-6	3	109	-1	2
Cc1ccccc1C(=O)Nn1cnnc1	33*	17	106	7	-1	-3	102	1	-1
COc1ccc(N2CCN(CC(O)COc3ccc([N+](=O)[O-])cc3)CC2)cc1 (stereo not given)	10	33	111	1	-3	1	117	1	6
Cc1nc(-c2ccc(S(=O)(=O)N3CCCCCC3)cc2)cs1	-2	5	87	3	-15	-6	88	-5	3
Cc1nc(-c2ccc(S(=O)(=O)Nc3cc(F)ccc3F)cc2)co1	2	6	107	2	9	-22	108	14	4
Cn1cc(C=O)c2cc(F)ccc21	-15	10	100	3	13	-1	90	-10	0
Cc1cc(-c2n[nH]c(=S)n2/N=C/c2ccco2)n[nH]1	6	-13	104	5	14	12	107	5	5
O=c1c(N=Nc2ccc(O)cc2)c(-c2ccccc2)[nH]n1-c1ccc([N+](=O)[O-])cc1	1	1	98	3	-4	2	89	-1	-6
CCOP(=O)(OCC)c1nc(-c2ccc(Cl)cc2Cl)oc1N1CCCCC1	7	13	39*[inhibitor]	2	11	-5	49	-15	5
O=C(COC(=O)c1ccco1)c1ccc(Cl)cc1	-12	21	99	6	6	-9	91	-8	1
CCOc1nc(C)ccc1-c1noc(-c2ccco2)n1	-8	13	95	-1	4	-6	97	-9	7
Cc1cc(C)n(-c2ccc(NC(=O)C3CCCCN3C(=O)c3ccoc3C)cc2)n1 (stereo not given)	-2	4	97	2	14	0	98	0	3
CCOc1ccc(NC(=O)c2oc3ccccc3c2NC(=O)CC)cc1	1	10	·	·	3	-18	·	·	5
CC(C)c1nc(CNC(=O)c2cc(COc3c(F)cccc3F)on2)cs1	2	1	105	-1	2	6	104	6	4
O=C(O)c1cc2nc3c(c(C(F)(F)F)n2n1)CCc1ccccc1-3	0	23	106	2	4	-9	102	0	5
COc1ccc(CCN2C(=O)CC(NC34CC5CC(CC(C5)C3)C4)C2=O)cc1OC (stereo not given)	-48	18	104	0	7	0	97	1	-1
O=C(c1cccs1)N1CCN(Cc2cccc([N+](=O)[O-])c2)CC1	-8	27	109	2	-2	-4	110	5	-6
Cc1c(N=Nc2ccc(O)cc2)c(=O)n(-c2ccccc2)n1C	13	-15	98	2	-17	0	97	-2	3
O=c1/c(=C\c2cc([N+](=O)[O-])cc([N+](=O)[O-])c2O)sc2nc3ccccc3n12	11	16	110	-6	26	9	103	-1	16*
CCC(NS(=O)(=O)c1ccc(C)cc1)C(=O)O (stereo not given)	-2	9	107	-4	13	-5	106	5	4
CCOC(=O)CN(C(=O)CSc1nnc(CNc2ccc(F)cc2)n1CC)c1ccc(F)cc1	3	-2	107	3	11	-13	110	6	-1
Cc1ccc(Cn2c(C)nc3c(c2=O)c2nc4ccccc4nc2n3Cc2ccco2)cc1	-64	0	·	-2	27	-6	·	·	1
New compounds follow:
SMILES	PfM18AAP inh	NALP1 inh	MEKK3 PB1 HTS	IDE act	SUMO HTRF inh	p-CIP stab down	MEKK2wt PB1 HTS	MEKK2mut PB1 HTS	IDE cell inh
COc1cc(C(=O)N(Cc2ccc(N(C)C)cc2)C2CCS(=O)(=O)C2)cc(OC)c1OC (stereo not given)	4	-6	·	4	-2	-17	·	·	-2
Cc1ccc(C)c(NC(=O)c2nc(-c3ccccc3)n(-c3ccccc3)n2)c1	-13	18	101	5	-4	-3	97	0	1
Cn1c2ccccc2c(=O)c2c(=O)n(C3CCCCCC3)c(C3CCCCC3)nc21	5	45	104	6	-11	-6	105	10	·
CCOC(=O)NCc1cc(-c2nn(C)c(=O)c3ccccc23)ccc1C	3	17	100	-1	6	-10	98	1	-1
